ELG1 DNA repair = ELG1-dependent DNA repair inhibition; 330,000 compounds, 2.3% hits; Potency, µM (doses to about 46.1 µM), for inactives: at the top dose activity change, negative = inhibition, most hits filed as inhibitors; HEK293T ELG1-luciferase reporter, luminescence, 16 h; DNA damage induced by 5-fluorouridine; further: potency means the concentration at half of the fitted maximal effect; on the % scale 0 is the no-effect control and ±100 the full control effect; nearly all actives have a fitted effect of over 55% in size
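Step one: seed 2,000 cells per well. Step two: pin-transfer compound or DMSO alongside 5-fluorouridine. Step three: incubate 16 hr, 37 °C, 5% CO2. Step four: add ONE-Glo, wait 30 min, read luminescence.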
TSHR antagonist = human thyrotropin receptor antagonism; P16473; TSHR-expressing cells, TSH-stimulated cAMP HTRF, 2 h; hits give low values; activity change, negative = inhibition, % at 11.5 µM; 330,000 compounds, 0.2% hits; AID 504810;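 active means activity change below a set negative limit, meaning inhibition stronger than a set level, cut at about -70% in these data; inconclusive means activity change between two set negative limits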; further: on the % scale 0 is the no-effect control and ±100 the full control effect
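TSHR-expressing cells, 200/well, pre-treated with compound, then stimulated with EC80 TSH (4nM final) for 2 hours at 37 deg C. cAMP measured by competitive HTRF: anti-cAMP cryptate antibody in lysis buffer plus cAMP-d2, read after 30 minutes at room temperature.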
Eya2 phos inh = blocks the phosphatase activity of human Eya2. 330,000 compounds, 0.006% hits. recombinant Eya2, OMFP fluorescence dephosphorylation (OMFP is methylfluorescein phosphate). O00167. Potency, µM (titrated, usually from 76.9 µM), inactives show top-dose activity, negative = inhibition, most hits filed as inhibitors; further: potency means the concentration at half of the fitted maximal effect; on the % scale 0 is the no-effect control and ±100 the full control effect
Target sequence (O00167 whole entry, looked up): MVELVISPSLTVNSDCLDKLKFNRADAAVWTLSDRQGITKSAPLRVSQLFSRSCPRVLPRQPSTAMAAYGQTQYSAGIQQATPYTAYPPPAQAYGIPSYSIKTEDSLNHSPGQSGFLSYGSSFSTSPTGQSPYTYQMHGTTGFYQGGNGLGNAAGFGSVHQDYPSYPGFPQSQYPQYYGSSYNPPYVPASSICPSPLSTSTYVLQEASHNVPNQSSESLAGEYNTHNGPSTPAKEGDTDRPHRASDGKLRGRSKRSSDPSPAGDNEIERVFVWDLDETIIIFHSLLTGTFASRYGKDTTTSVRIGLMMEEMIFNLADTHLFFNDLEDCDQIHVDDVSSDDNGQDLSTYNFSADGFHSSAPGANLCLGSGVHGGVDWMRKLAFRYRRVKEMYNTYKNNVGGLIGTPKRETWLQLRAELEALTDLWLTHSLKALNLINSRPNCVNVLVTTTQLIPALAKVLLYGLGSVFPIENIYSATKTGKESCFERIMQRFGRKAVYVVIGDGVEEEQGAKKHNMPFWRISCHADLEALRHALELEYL
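Eya2 (0.2 uM) preincubated 10 min at ambient with compound, then OMFP substrate added at 50 uM; 10 min reaction in 50 mM HEPES pH 7.5, 50 mM NaCl, 5 uM MgCl2, 0.05% BSA, 1 mM DTT. Fluorescence read at Ex 485/Em 525 nm.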
TCR activator = activators of T cell receptors; primary human leukocytes, anti-CD3, IL-2 HTRF, 48 h; Potency, µM (series often up to 9.22 µM), inactives show top-dose activation of IL-2 secretion, usual class: activators; 330,000 tested, under 10 active; further: % of control where 0% means no effect
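Compounds are tested in HTS on primary human leukocytes co-incubated with a-CD3 beads for 48 hr. IL-2 output is measured by time-resolved FRET.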
USP2a block = blocks human ubiquitin-specific protease USP2a; USP2 core, Ub-CHOP2 coupled fluorogenic reporter, 485/531; Potency, µM (top dose mostly 38.3 µM), for the others: at the top dose activity change, negative = inhibition, hits mostly inhibitors; 330,000 compounds, 0.01% hits;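 further: potency means the concentration at half of the fitted maximal effect; plate controls were DMSO wells for no effect and full inhibition by NEM control for full effect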
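Deubiquitinase activity read as fluorescence (485/531 nm) after Ub-CHOP2 cleavage activates the enterokinase reporter on its substrate; USP2 core 10nM, Ub-CHOP2 and substrate 25nM each, 30min compound preincubation then 60min RT; data normalized to NEM, curves fitted.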
B2AR arrestin = recruits beta-arrestin to the human beta2-adrenergic receptor; P07550; beta-arrestin recruitment to beta2AR, cell-based reporter; Potency, µM (highest dose often 46.1 µM), for inactives: top-dose activation, hits mostly activators; 330,000 compounds, 0.02% hits; AID 492947;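 further: potency means the concentration at half of the fitted maximal effect; 0% = DMSO controls and full agonism = EC100 isoproterenol or metaproterenol; nearly all actives have a fitted effect of over 65% in size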
Target sequence (P07550 whole entry, looked up): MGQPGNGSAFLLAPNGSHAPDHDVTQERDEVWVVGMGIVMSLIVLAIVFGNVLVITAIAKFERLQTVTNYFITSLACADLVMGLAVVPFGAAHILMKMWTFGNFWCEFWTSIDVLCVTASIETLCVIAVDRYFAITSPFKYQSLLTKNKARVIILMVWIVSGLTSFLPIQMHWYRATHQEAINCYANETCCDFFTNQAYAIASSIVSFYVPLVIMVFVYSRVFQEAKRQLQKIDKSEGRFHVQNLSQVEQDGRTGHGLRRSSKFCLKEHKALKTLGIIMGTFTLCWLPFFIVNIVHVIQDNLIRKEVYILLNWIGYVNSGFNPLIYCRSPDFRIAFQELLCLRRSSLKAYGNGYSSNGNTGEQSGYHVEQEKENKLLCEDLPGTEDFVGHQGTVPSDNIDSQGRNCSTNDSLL
uPA generation = cell surface uPA generation inhibition; cell surface uPA generation assay, qHTS; Potency, µM (doses to about 38.3 µM), for inactives: at the highest dose activity change, negative = inhibition, hits mostly inhibitors; 330,000 compounds, 0.31% hits; AID 540303; active means well fitted inhibition curve with a large enough effect; inconclusive means small, poorly fitted or top-dose-only effect; inactive means no such curve, though single readings can be large or run the other way; tested in mouse RAW 264.7 cells; further: potency means the concentration at half of the fitted maximal effect; on the % scale 0 is the no-effect control and ±100 the full control effect; nearly all actives have a fitted effect of over 55% in size
PTAP TSG101 blk = blocks PTAP/TSG101 interaction to inhibit HIV-1 budding; Q99816; AID 493005; 340,000 tested, under 10 active; Potency, µM (series often up to 115 µM), for the others: top-dose activity change, negative = inhibition, usual class: inhibitors; Fluorescence polarization, FITC-PTAP peptide / Tsg101 binding; active means well fitted inhibition curve with a large enough effect in the main read-out, with a control signal flat, not every such curve was filed as active; inconclusive means small, poorly fitted or top-dose-only effect, or effect the other way, or a change in a side signal; inactive means no such curve, though single readings can be large or run the other way; further: potency means the concentration at half of the fitted maximal effect; % of control where 0% means no effect
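Fluorescence polarization binding of Tsg101 binding domain (10 uM final) to FITC-labeled PTAP peptide (50 nM final) in HEPES pH 7.5 buffer with NaCl, Tween 20, EDTA, TCEP. Compounds added before peptide; binding 20 min at RT.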
Tb PFK inh = inhibitors of T. brucei phosphofructokinase; O15648; T. brucei PFK, ADP-Glo luminescence; Potency, µM (highest dose often 57.5 µM), for the others: at the highest dose activity, negative = inhibition, usual class: inhibitors; 330,000 compounds, 0.17% hits;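 further: potency means the concentration at half of the fitted maximal effect; 0% = uninhibited 1x PFK enzyme wells and -100% = no-enzyme wells; nearly all actives have a fitted effect of over 60% in size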
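Luminescent ADP detection (ADP-Glo, two-step: ATP depletion then ADP-to-ATP conversion for luciferase) reported PFK activity after 45 min room-temperature reaction of 1.25 nM enzyme with 0.5 mM F6P and 0.1 mM ATP at pH 8.0.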
Chronic BCR inh = inhibitors of chronic active B-cell receptor signaling; ABC-DLBCL IkBa-CBG/CBR reporter, luminescence ratio, 4 h; Potency, µM (doses to about 46.1 µM), without a hit: top-dose ratio change, negative = lower green/red ratio, usual class: inhibitors; 340,000 compounds, 0.05% hits; active means well fitted inhibition curve with a large enough effect in the signal ratio, with a control signal flat, not every such curve was filed as active; inconclusive means small, poorly fitted or top-dose-only effect, or effect the other way, or a change in a side signal; the % refers to the signal ratio;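 further: potency means the concentration at half of the fitted maximal effect; plate controls were basal doxycycline-induced cells for no effect and cells given 10 µM MG132 for full effect; MG132 reads +100%, hits lower the ratio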
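TMD8 ABC-DLBCL cells carrying doxycycline-inducible green luciferase fused to IkappaBalpha plus unfused red luciferase were exposed to compounds (up to 46 uM) for 4 hrs at 37C. Activity came from the overlap-corrected green/red luminescence ratio.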
Mito fusion act = mitochondrial division inhibition or fusion activation | 320,000 compounds, 0.23% hits | S. cerevisiae fusion-defective mutant growth rescue, CellTiterGlo 48 h | AID 485298 | Potency, µM (titrated, usually from 46.1 µM), for the others: at the top dose growth rescue (activation), usual class: activators;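 further: potency means the concentration at half of the fitted maximal effect; % of control where 0% means no effect; nearly all actives have a fitted effect of over 45% in size; temperature-sensitive fusion mutants such as fzo1-1 at 37 °C on non-fermentable ethanol glycerol medium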
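Read-out: ATP-based luminescence (CellTiterGlo, 10 min ambient) reporting growth of fusion-defective ts yeast after 48 hours at 37C on glycerol/ethanol YPEG medium in the presence of compound.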
An asterisk follows results filed as active; ? = inconclusive; · = not tested or not shown; & = joins results of further samples; [ ] = another dose, or the depositor's remark. Unless noted, the call rests on the fitted dose curve; in most records, active means well fitted curve in the direction sought with a large enough effect; inconclusive means small, poorly fitted or top-dose-only effect, or another doubt; inactive means no such curve, though single readings can be large; an effect the other way counts as inactive or inconclusive.

SMILES	ELG1 DNA repair	TSHR antagonist	Eya2 phos inh	TCR activator	USP2a block	B2AR arrestin	uPA generation	PTAP TSG101 blk	Tb PFK inh	Chronic BCR inh	Mito fusion act
CCOc1cc(C(=O)OCc2cc(=O)n3c(C)csc3n2)ccc1OC	-12%	-1	1%	4%	5%	-0.7%	4%	-4%	-1%	3%	·
CN(Cc1cn(C)nc1-c1ccc(Oc2ccccc2)cc1)C1CCOC1 (stereo unspecified)	-14%	-8	2%	2%	7%	0.2%	-6%	-7%	-4%	?	12%
COc1cc(C(=O)NCC(=O)NC(C)c2ccc(-n3ccnc3)cc2)cc(OC)c1OC (stereo unspecified)	-13%	-6	30%	2%	1%	-4.1%	8%	-2%	-1%	-8%	2%
CCOC(=O)c1cnc(NCc2ccccc2)nc1C	?	-8	3%	3%	2%	0.3%	0%	-5%	10%	?	0%
O=C1c2ccc(-c3ccc(F)cc3OCc3ccccc3)cc2S(=O)(=O)c2cccc(C(=O)N3CCN(c4ncc(Cl)cc4Cl)CC3)c21	-28%	10	6%	-3%	-5%	3.4%	13%	-5%	-8%	?	·
COc1ccc2nc(SC(C)C(=O)NC3CCCCC3)[nH]c2c1 (stereo unspecified)	7%	-12	-4%	8%	1%	0.4%	4%	-6%	-5%	0%	2%
CC(=O)N1CCN(c2ccc(NC(=O)c3ccccc3Br)cc2Cl)CC1	?	-19	4%	-2%[46.1 µM]	4%	-0.6%	-4%	1%	0%	?	-1%
Cc1ccc(N(C)C(=O)c2cc(S(=O)(=O)N3CCc4ccccc43)cn2C)cc1	-1%	-8	-19%	0%	-7%	0.0%	-4%	-4%	4%	?	-3%
CNCc1nc2ccccc2[nH]1	0%	10	2%	3%	3%	-0.2%	-3%	2%	-7%	6%	0%
COc1ccc(CCN2CCCn3c2nc2c3c(=O)n(C)c(=O)n2C)cc1OC	-13%	-6	-24%	10%	4%	-0.3%	-1%	2%	-10%	3%	3%
O=C(CCc1nnc2n(Cc3ccc(F)cc3)c(=O)c3ccccc3n12)NCCN1CCOCC1	9%	12	-4%	-1%	2%	0.0%	-2%	-4%	4%	?	0%
O=C(CSc1nc(-c2ccc(F)cc2)nc2c1Cc1ccccc1O2)Nc1cccc(C(=O)O)c1	-2%&-2%	41	0%	-4%	3%	0.2%	0%	-9%	?	-9%	-3%
COc1ccc([N+](=O)[O-])cc1NC(=O)CSCc1ccccc1C	-12%	-9	7%	13%[46.1 µM]	1%	0.4%	4%	-1%	4%	0%	25%
CN(CCc1ccccn1)C(=O)CN(C)S(=O)(=O)c1ccc2c(c1)c(=O)n(C)c(=O)n2C	-11%	4	-6%	-5%	0%	0.3%	·	5%	-18%	7%	-1%
Cc1cccc(C)c1N(CC(=O)NCc1ccccc1)C(=O)c1csnn1	10%	3	-7%	2%	2%	0.0%	-1%	-9%	1%	0%	-2%
CCc1nnc(NC(=O)c2cccc(OC)c2)s1	?	2	0%	-5%	-4%	-0.2%	-4%	-2%	-6%	?	0%
CCN(CC)CCNC(=O)Cn1c(-c2ccccn2)nc2ccccc21	2%	3	16%	-4%	1%	0.0%	·	-6%	24%	?	-2%
Clc1cccc(Cl)c1Cn1cnc(=NCc2ccco2)c2[nH]cnc21	-5%	-12	10%	-38%	0%	0.6%	·	-10%	2%	-2%	1%
CCOC(=O)c1ccc(-c2ccc(/C=N/NC(=O)c3cncc(Br)c3)o2)cc1	?	4	3%	0%	4%	-0.6%	1%	?	1%	-3%	-1%
COc1ccc(C(=O)Oc2cc(/C=N/NS(=O)(=O)c3ccccc3)ccc2OC)cc1	-29%	0	-13%	2%	-13%	3.4%	-1%	-1%	1%	3%	9%
COc1ccc(S(=O)(=O)N2CCCCCC2)cc1C(=O)N(C)Cc1ccc(C)cc1	-23%	-8	-12%	3%	-2%	-0.2%	-5%	0%	-1%	0%	14%
CC1Cc2cc(-c3csc(NC(=O)Cc4cccs4)n3)ccc2N1S(C)(=O)=O (stereo unspecified)	4.6µM*	-72*	15%	2%	-2%	0.0%	-2%	2%	5%	-12%	11%
O=C1CNC(=O)N1	18%	11	3%	7%	1%	-1.1%	6%	0%	0%	-15%	0%
Nn1c(SCC(=O)Nc2ccc(Oc3ccccc3)cc2)nnc1C1CC1	-18%	3	7%	-2%[46.1 µM]	0%	-0.4%	-1%	0%	-5%	7%	-6%
COc1ccc(-n2ncc3c2CC(C)(C)CC3NC(=O)c2ccoc2C)cc1 (stereo unspecified)	-3%	-17	-9%	-4%	3%	-0.1%	-6%	-1%	2%	0%	8%
Cc1cc(C(=O)Nc2nc3c(s2)CCCC3)no1	?	3	2%	-4%	-1%	0.2%	-8%	-4%	-5%	?	-2%
COCCCNC(=O)CN(c1cc(Cl)cc(Cl)c1)S(C)(=O)=O	-4%	12	-24%	-1%[46.1 µM]	-2%	0.0%	·	-6%	-1%	3%	-3%
COC(=O)c1cn(Cc2ccccc2C)nn1	-3%	0	2%	0%[46.1 µM]	3%	-0.5%	-2%	-3%	-7%	1%	-1%
Cc1ccc(-c2cc(C(=O)Nc3cccnc3)[nH]n2)c(O)c1C	?	-2	?	0%	8%	-0.2%	0%	-4%	-3%	?	0%
Cn1cnnc1SCC(=O)Nc1sccc1C#N	1%	0	-8%	12%	-1%	-0.9%	6%	-3%	-1%	1%	-1%
COc1cc(C)c(CN2CCSCC2)cc1C	?	-10	7%	·	0%	0.0%	6%	-1%	-9%	3%	-1%
Cc1nnc(SCSc2nnc(C)s2)s1	10%	-2	-1%	-4%	2%	-0.1%	-5%	-8%	1%	0%	-3%
Oc1ccccc1N1CCN(CC(O)COC2CCCc3ccccc32)CC1 (stereo unspecified)	-19%	7	-7%	-5%	-3%	0.4%	9%	-5%	0%	-4%	13%
O=C(O)CCCCCNC(=O)CCn1cnc2ccccc2c1=O	-8%	5	8%	0%	2%	0.3%	-1%	-8%	2%	-3%	-5%
COc1c2ccoc2c(OC[C@@H](O)C(C)(C)O)c2oc(=O)ccc12	1%	9	6%	2%	0%	-0.1%	2%	1%	1%	-1%	-5%
Cc1cc(/C=C(\C#N)c2nc3ccccc3[nH]2)c(C)n1C	?	0	7%	-1%[46.1 µM]	2%	-0.8%	-8%	-3%	-21%	?	5%
COc1ccc(NC(=O)C2CCN(C(=O)Cc3ccccc3)CC2)c(OC)c1	16%	8	5%	-4%	-1%	-0.4%	-4%	-1%	-2%	10%	7%
Nc1nc(NC(=O)C(Cl)(Cl)Cl)nn1-c1ccccc1	0%	6	14%	3%[46.1 µM]	3%	-1.2%	0%	-2%	-4%	-9%	0%
Cc1ccc(/C=C(\C#N)C(=O)NCC2CCCO2)o1 (stereo unspecified)	?	5	-1%	-10%[46.1 µM]	4%	-0.5%	11%	-2%	2%	?	-10%
Cc1oc(-c2ccccc2F)nc1CSCC(=O)NC1CC1	-1%	-2	0%	-2%	0%	0.0%	-1%	-7%	1%	1%	15%
COc1ccc2oc(=O)c(C(=O)Oc3ccc(NC(C)=O)cc3)cc2c1	5%	-6	-7%	4%	1%	-0.1%	7%	-7%	-3%	-1%	-2%
COC(=O)C1=COC(OC2OC(CO)C(O)C(O)C2O)C2C1C=CC2(O)CO (stereo unspecified)	-7%	-3	14%	6%	2%	-0.5%	5%	1%	-25%	-1%	-1%
CC(Sc1nc(N)c2c3c(sc2n1)CSC(C)(C)C3)C(=O)Nc1ccccc1 (stereo unspecified)	?	2	-5%	3%[46.1 µM]	-12%	7.2%	-9%	0%	-2%	22%	-1%
Cc1cc(C)c([N+](=O)[O-])cc1NC(=O)CCS(=O)(=O)c1ccccc1	-1%	1	4%	0%	-2%	0.4%	5%	-5%	-7%	-3%	3%
Cc1cc(NC(=O)NC(=O)c2cccc(OC(F)(F)C(F)F)c2)n[nH]1	?	5	13%	-13%	3%	0.2%	2%	0%	19%	?	1%
Cc1cccc(NC(=S)NNC(=O)c2ccccc2Br)c1	?	-4	0%	0%[46.1 µM]	1%	-1.0%	1%	-3%	7%	?	14%
